High-throughput results from PubChem.
CCR6 antag – antagonists of human CCR6 receptor. P51684. CHO-K1 CCR6 PathHunter beta-arrestin, luminescence, CCL20-stimulated. inhibition, % at 20 µM. hit rate 0.49% among 340,000;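 active = compounds whose inhibition of the agonist-driven luminescence signal at 20 µM reaches about 50%, limit read from the data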;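 note: cells stimulated with CCL20 at 14 nM final; plate controls were DMSO with CCL20 for no effect and DMSO without agonist for full effect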
CXCR6 inh – blocks human CXCR6 beta-arrestin recruitment; hit rate 0.36% among 360,000; O00574; CHO-K1 PathHunter CXCR6 beta-arrestin, luminescence; inhibition, % at 20 µM; AID 602244; in the data active = inhibition above about 34%, passing the limit was not always enough;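 note: antagonist mode with CXCL16 agonist at 10 nM final; 0% = 10 nM CXCL16 with DMSO and 100% = unstimulated wells without agonist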
Target sequence (O00574 whole entry, looked up): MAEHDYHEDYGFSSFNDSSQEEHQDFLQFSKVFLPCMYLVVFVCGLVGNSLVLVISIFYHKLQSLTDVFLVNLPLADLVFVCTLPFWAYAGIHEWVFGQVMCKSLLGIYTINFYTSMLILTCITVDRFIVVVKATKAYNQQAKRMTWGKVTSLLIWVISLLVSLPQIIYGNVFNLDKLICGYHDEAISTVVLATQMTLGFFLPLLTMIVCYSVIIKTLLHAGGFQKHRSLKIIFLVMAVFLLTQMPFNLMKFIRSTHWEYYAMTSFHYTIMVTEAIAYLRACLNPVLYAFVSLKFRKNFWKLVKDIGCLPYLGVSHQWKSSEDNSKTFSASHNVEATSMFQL
A3A deaminase – inhibitors of human APOBEC3A DNA deaminase | inhibition, % at 20 µM | P31941 | recombinant A3A, FAM/TAMRA ssDNA deamination fluorescence | hit rate 0.41% among 330,000;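 active = at least 40% inhibition at 20 µM here, with at most 30% in a related deaminase screen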;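 note: plate controls were A3A with DMSO for no effect and wells lacking A3A enzyme for full effect; some results filed as inactive read as strong as hits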
A3G deaminase – inhibitors of human APOBEC3G DNA deaminase | AID 493012 | Q9HC16 | hit rate 0.28% among 330,000 | inhibition, % at 20 µM | recombinant A3G, ssDNA deamination FAM/TAMRA fluorescence;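 active = inhibition of at least 40% at 20 µM, with no more than 30% in the related APOBEC3A deaminase screen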;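 note: plate controls were DMSO wells with A3G for no effect and wells lacking A3G enzyme for full effect; some compounds called inactive have numbers as strong as hits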
Target sequence (Q9HC16 whole entry, looked up): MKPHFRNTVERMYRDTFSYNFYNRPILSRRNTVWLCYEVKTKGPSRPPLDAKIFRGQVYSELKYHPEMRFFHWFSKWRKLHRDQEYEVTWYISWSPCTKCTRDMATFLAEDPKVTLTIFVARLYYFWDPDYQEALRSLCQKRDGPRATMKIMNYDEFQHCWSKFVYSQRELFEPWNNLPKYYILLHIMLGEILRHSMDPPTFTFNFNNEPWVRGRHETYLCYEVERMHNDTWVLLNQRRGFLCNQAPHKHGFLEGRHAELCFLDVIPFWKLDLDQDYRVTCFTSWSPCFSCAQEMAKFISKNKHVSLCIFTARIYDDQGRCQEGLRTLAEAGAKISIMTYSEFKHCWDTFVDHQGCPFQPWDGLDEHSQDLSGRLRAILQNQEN
EBI2 antag – blocks human EBI2 receptor beta-arrestin signaling; P32249; EBI2 beta-arrestin recruitment, luminescence, 7a,25-OHC stimulated; inhibition, % at 5 µM; hit rate 0.81% among 360,000; AID 651636; in the data active = inhibition above about 38%;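 note: enzyme fragment complementation signal reports receptor beta-arrestin coupling in cells; 0% = agonist plus DMSO wells and 100% = wells without agonist; some results beyond the cut were filed as inactive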
Target sequence (P32249 whole entry, looked up, the tested form may be a part): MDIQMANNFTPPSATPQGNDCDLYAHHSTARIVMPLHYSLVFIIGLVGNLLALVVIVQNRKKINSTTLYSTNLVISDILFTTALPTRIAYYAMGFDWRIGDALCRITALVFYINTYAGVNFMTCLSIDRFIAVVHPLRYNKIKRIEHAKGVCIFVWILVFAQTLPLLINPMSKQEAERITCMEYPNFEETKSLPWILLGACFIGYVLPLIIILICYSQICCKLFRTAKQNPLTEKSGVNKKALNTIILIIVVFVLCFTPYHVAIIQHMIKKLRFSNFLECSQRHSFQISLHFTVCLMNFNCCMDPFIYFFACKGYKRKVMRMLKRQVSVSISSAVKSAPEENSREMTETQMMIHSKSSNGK
Gli-Sufu block – antagonists of Gli-Sufu signaling | Sufu-KO-LIGHT fibroblasts, Gli luciferase reporter luminescence | AID 588413 | inhibition, % at 5 µM | hit rate 0.74% among 340,000;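 active = inhibition above about 55%, limit read from the data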;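 note: 0% = DMSO-treated cells and 100% = wells with medium but no cells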
GRIN3A LBD mod – modulators (binders) of human NR3A ligand-binding domain. AID 1259313. Tm shift relative to glycine control, % at 25 µM. NR3A LBD differential scanning fluorimetry, Tm shift; 0% = protein alone, 100% = glycine-bound protein. hit rate 2.5% among 340,000;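 active = melting temperature shift of at least 10% of the positive control shift, at one fixed dose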
MPTP block – permeability transition pore inhibition; inhibition, % at 10 µM; isolated mouse mitochondria, Ca2+ swelling absorbance, 30 min; hit rate 1.4% among 360,000; AID 602449;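 active = inhibition of 50% or more, scaled per plate between neutral and stimulator controls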;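 note: 0% = DMSO wells given calcium and 100% = 1 mM EGTA wells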
* marks the source's active call; other numbers are inactive results; x = not tested or not shown.

SMILES | CCR6 antag | CXCR6 inh | A3A deaminase | A3G deaminase | EBI2 antag | Gli-Sufu block | GRIN3A LBD mod | MPTP block
CC(C)(O)C#Cc1ccc(CNC[C@H]2O[C@@H](n3cnc(C(N)=O)n3)[C@H](O)[C@@H]2O)s1 | 13 | -1 | x | x | -7 | -6 | 11* | -1.0
CCCCC(CC)Cn1c(N)c(C#N)c2nc3ccccc3nc21 (centres undefined) | 0 | -7 | 5 | -1 | 13 | 3 | 11* | 42
COc1ccccc1N(C(=O)c1ccco1)C(C(=O)NC1CCCC1)c1ccncc1 (centres undefined) | 17 | -1 | 1 | -6 | -7 | -2 | 0 | -0.1
CCn1ncc(Br)c1C(=O)Nc1sc2c(c1C(=O)OC)CCC2 | 15 | -1 | -2 | -9 | 9 | 2 | 1 | 0.0
O=C(COc1ccc(-n2cnnn2)cc1)Nc1cccc(Cl)c1Cl | 6 | 5 | 12 | 15 | -10 | 18 | -1 | -2.5
COc1cc(F)cc(-c2ccc3c(c2)c(C#Cc2ccsc2)c(-c2cc(OC)cc(OC)c2)n3C)c1 | 5 | -4 | 3 | -3 | -16 | -6 | -3 | -2.1
C=C1SC(Nc2c(C)cccc2C)=NC12CCCCC2 | 18 | 5 | 1 | -5 | 2 | -12 | 2 | -3.9
Cc1cc(C)c(C2=Nn3c(C)nnc3SC2C)cc1C (centres undefined) | 8 | 10 | -4 | 0 | 3 | 28 | 0 | -0.4
COc1ccc(NC(=O)CN2C(=O)CC(C)S(=O)(=O)c3ccccc32)cc1 (centres undefined) | -7 | -7 | -6 | -7 | -2 | -12 | 1 | -0.2
CCCNC(=O)c1ccc2c(=O)c(O)c(-c3ccc(C)cc3)[nH]c2c1 | -1 | -7 | -1 | -10 | -6 | 33 | -7 | 2.0
O=C(NNS(=O)(=O)c1ccccc1[N+](=O)[O-])c1ccccc1[N+](=O)[O-] | 2 | -6 | -4 | -2 | -23 | -3 | -3 | 1.7
Cc1ccc(NC(=O)CCC(=O)NNC(=O)c2ccco2)c(C)c1 | -2 | 7 | 2 | -6 | -6 | -3 | -1 | -0.8
CCNc1nc(Oc2ccc(=O)[nH]n2)nc(N2CCOCC2)n1 | 3 | -1 | -3 | -4 | -5 | 1 | 2 | 0.5
CC1C(=O)N(Cc2ccccc2F)c2ccccc2N1C(=O)c1c(F)cccc1F (centres undefined) | 17 | 1 | -4 | -7 | -10 | 2 | -1 | -0.6
Cc1nc(SCC(=O)N2CCC(C(N)=O)CC2)n[nH]1 | -2 | 2 | -3 | -4 | -12 | -4 | 0 | -0.7
CC(C)c1nnc(NC(=O)c2sc3ccccc3c2Cl)s1 | 25 | -7 | -3 | -4 | -3 | 20 | -6 | -4.4
COc1ccc(C(=O)Nc2nc(C)c(C(C)=O)s2)cc1S(=O)(=O)N1CCOCC1 | 2 | -3 | -2 | -4 | -12 | 2 | 1 | 0.4
O=C(CN1CCN(c2cccc(Cl)c2)CC1)N1CCCC1 | 13 | 0 | 0 | -6 | -6 | 1 | 2 | 0.7
O=C(c1ccccc1)N1CCN(c2ccc([N+](=O)[O-])c(NCc3cccnc3)c2)CC1 | 21 | 4 | -6 | -1 | 12 | 21 | -1 | 2.3
O=C(Nc1ccc(F)cc1)N1CCN(c2ccc(F)cc2)CC1 | -8 | -2 | -2 | -10 | 3 | 0 | 0 | -0.7

Record cards (already shown). Order of screens: CCR6 antag | CXCR6 inh | A3A deaminase | A3G deaminase | EBI2 antag | Gli-Sufu block | GRIN3A LBD mod | MPTP block
Profile of C=C1SC(Nc2c(C)cccc2C)=NC12CCCCC2 = 18 | 5 | 1 | -5 | 2 | -12 | 2 | -3.9
Profile of O=C(c1ccccc1)N1CCN(c2ccc([N+](=O)[O-])c(NCc3cccnc3)c2)CC1 = 21 | 4 | -6 | -1 | 12 | 21 | -1 | 2.3
Profile of O=C(Nc1ccc(F)cc1)N1CCN(c2ccc(F)cc2)CC1 = -8 | -2 | -2 | -10 | 3 | 0 | 0 | -0.7
Profile of O=C(CN1CCN(c2cccc(Cl)c2)CC1)N1CCCC1 = 13 | 0 | 0 | -6 | -6 | 1 | 2 | 0.7

More entries follow.
SMILES | CCR6 antag | CXCR6 inh | A3A deaminase | A3G deaminase | EBI2 antag | Gli-Sufu block | GRIN3A LBD mod | MPTP block
COc1cc(C(=O)Nc2cc(S(C)(=O)=O)ccc2Cl)ccc1OCC(=O)N1CCOCC1 | 0 | 1 | -1 | -3 | -10 | 2 | 1 | -0.3
CCCn1c(N)c(C(=O)CSc2nc(N)cc(=O)[nH]2)c(=O)n(C)c1=O | 9 | -7 | -1 | -9 | 4 | 0 | 2 | 1.7
CC(C)(C)c1cc(C(=O)NNC(=O)Nc2cccc(Cl)c2)n(Cc2ccccc2)n1 | 3 | 5 | 0 | -7 | 0 | 5 | 5 | 71*
O=C(Nc1ccc(F)c([N+](=O)[O-])c1)C(=O)c1c(O)[nH]c2ccccc12 | 12 | 10 | -4 | -13 | -4 | -4 | -8 | -0.7
CS(=O)(=O)c1ccc2nc(NC(=O)C3COc4ccccc4O3)sc2c1 (centres undefined) | 10 | -2 | 0 | -1 | -9 | -46 | -5 | -0.5
CC(=O)NNc1nc2ccccc2s1 | 0 | 5 | -2 | -1 | 8 | 3 | -14 | -2.1
O=c1[nH]c(=S)[nH]nc1Cc1ccccc1 | -7 | 2 | -5 | -7 | -12 | 1 | 1 | 0.4
CCC(=O)c1cc(-c2nc3ccccc3n2C)n(C)c1 | 17 | 0 | -1 | -2 | -1 | 3 | -1 | -2.8
O=C(c1cnccn1)N1CCN(C/C=C/c2ccccc2)CC1 | -11 | -3 | -2 | -5 | -16 | -21 | 0 | -1.4
CCOC(=O)CNc1nc(-c2ccncc2)nc2ccccc12 | 19 | -8 | -1 | -5 | 2 | 13 | 0 | 0.1
COc1cccc(C(=O)NCC2CCCN(C3CCCCC3)C2)c1OC (centres undefined) | -5 | -6 | -3 | 2 | -5 | 8 | -1 | -0.9
COc1ccccc1C(=O)Nc1ccccn1 | -12 | -1 | -2 | -2 | -2 | -45 | 1 | -0.5
O=C(NC(=O)c1cc([N+](=O)[O-])ccc1Cl)C1=C(N2CCCC2)COC1=O | -1 | -18 | 5 | -1 | -13 | -3 | 0 | -0.9
O=C(N/N=C\C=C\c1ccco1)c1cc(-c2ccc3ccccc3c2)n[nH]1 | -7 | -8 | 24 | 27 | -5 | -41 | 15* | 3.9
O=C(c1ccc(Oc2ccc(C(F)(F)F)cn2)cc1)N1CCN(c2ccccc2)CC1 | -17 | 8 | 0 | -2 | 7 | 5 | -1 | -1.6
O=C(Nc1ccnn1C1CCN(CC2CC=CCC2)CC1)c1ccccc1 (centres undefined) | 8 | 0 | -1 | -2 | -1 | 5 | 0 | 0.7
Cn1c(=O)c2c(ncn2CC(=O)N2CCCCCC2)n(C)c1=O | 14 | 1 | -11 | -6 | -17 | 2 | -2 | 0.2
COC(=O)CNC(=O)c1ccc(C)s1 | -1 | 2 | -5 | -3 | -7 | 0 | 3 | -5.1
Cc1cc(C)cc(C(=O)NCC(=O)OCC(=O)N2c3ccccc3NC(=O)C2(C)C)c1 | 0 | -2 | 10 | 16 | -11 | 4 | 0 | 0.6
CCOC(=O)c1c(S(=O)(=O)NCC(=O)Nc2ccc(F)cc2F)c(C)n(C)c1C | 12 | 4 | -6 | -6 | 0 | -21 | 1 | -0.1
CC(C)(C)c1ccc(C(=O)NCc2nnc(SCC(=O)N3CCCc4ccccc43)n2-c2ccccc2)cc1 | 1 | 1 | 3 | -7 | 5 | 20 | 4 | 4.3
Cc1ccc(/C=N/NC(=O)c2ccc(-n3cccc3)cc2)o1 | 7 | -3 | 1 | 5 | 11 | 5 | 1 | 1.1
NC(=O)CN1CCOCCN(CC(N)=O)CCOCC1 | 1 | x | 1 | -3 | x | -2 | -1 | x
CCOP(=O)(c1ccccc1)C(O)c1ccccc1 (centres undefined) | 14 | -1 | -5 | 2 | -14 | -3 | 0 | 0.4
CCOC(=O)c1sc2ncn(CC(=O)N(CC)CC)c(=O)c2c1C | 12 | 5 | 3 | 3 | -1 | -4 | 2 | -0.1
O=C(CCc1ccccc1)NCCC1=CCCCC1 | 14 | 1 | 0 | -2 | 15 | -62 | -1 | 0.6
Cc1nc2ccccc2c(=O)n1C1CCCCCC1 | -25 | -4 | -1 | -8 | -2 | -1 | 0 | -1.1
CC1CCN(CC(=O)N2c3ccccc3CCc3ccccc32)CC1 | 11 | -1 | 0 | -9 | -1 | 7 | 0 | -3.3
Cc1ccc(-c2nc3c(c(=O)[nH]c(=O)n3Cc3ccccc3)n2Cc2ccccc2)o1 | 23 | 18 | x | x | 2 | 8 | 0 | -3.0
O=C1C=C(NCCOC23CC4CC(CC(C4)C2)C3)C2(CCCCC2)O1 | 1 | 5 | -3 | -11 | -1 | 17 | -1 | -3.0
O=C(O)c1ccccc1N/N=C/C1=C(N2CCOCC2)C(=C\c2ccccc2)/CC1 | 5 | 9 | 4 | -6 | 11 | -4 | 3 | 9.6
Cn1c(SCC(=O)Nc2ccc3c(c2)oc2ccccc23)nnc1-c1ccccc1 | 9 | -9 | 46* | 18 | -3 | -17 | 1 | 0.1
Cc1ccc(NC(=O)Cc2n[nH]c(=S)n2C)cc1 | 0 | -18 | -1 | 17 | -15 | -1 | 0 | -0.2
CC(C)(CNS(=O)(=O)c1cccs1)N1CCOCC1 | 7 | 6 | -3 | -2 | -6 | 4 | 1 | -1.3
Cc1nc(SCc2ccc(C(=O)O)cc2)c2c(C)c(C)sc2n1 | 10 | -3 | -1 | -3 | -11 | 5 | 1 | -0.3
COc1ccc(-n2c(=O)cc(N3CCN(c4ccccc4OC)CC3)[nH]c2=O)cc1 | 4 | -6 | -2 | -2 | -4 | -1 | 0 | 4.4
S=C(c1ccco1)N1CCOCC1 | 5 | -8 | x | x | -8 | 13 | 0 | -0.5
COc1ccc(OCc2nn3c(Cn4cnc5ccccc54)nnc3s2)cc1 | 29 | -11 | -2 | 8 | -5 | 4 | 0 | 0.9
OCCN1CCN(c2nc(NCc3ccco3)c3ccccc3n2)CC1 | -18 | -8 | -2 | -7 | 5 | -2 | 2 | -0.7
O=C(COC(=O)C1CCN(c2ccc(C(F)(F)F)cn2)CC1)NCc1cccc(Cl)c1 | 13 | 2 | 15 | -5 | -4 | -11 | 0 | -2.0
COc1cc(C(C)=O)ccc1Oc1cc(NN2CCCCC2)c([N+](=O)[O-])cc1[N+](=O)[O-] | 12 | 15 | 5 | 1 | 20 | 2 | -4 | 0.2
COC(=O)c1cc(S(=O)(=O)Nc2ccc(C)c(F)c2)c[nH]1 | -7 | 6 | 3 | 10 | -4 | 18 | 2 | 0.8
CCOC(=O)C1=C(COC(=O)/C=C/c2ccc(SC)cc2)NC(=O)NC1C (centres undefined) | 0 | -1 | -1 | -9 | -3 | -1 | 1 | -0.1
CCSCCOC(=O)C1=C(C)NC(=O)NC1c1cccc(OC)c1OC (centres undefined) | 6 | -3 | -2 | -7 | -9 | 0 | -1 | 0.0
CCn1cc(CN2CCN(Cc3ccc(C)o3)C(CCO)C2)c2ccccc21 (centres undefined) | 7 | 4 | 1 | -2 | 11 | 3 | -2 | 6.7
CCC1(C)CC(=O)N(c2ccc(C(=O)O)c(O)c2)C1=O (centres undefined) | -4 | -4 | -5 | -8 | -8 | 1 | 0 | -2.0
COc1ccccc1Oc1c(C)oc2c(CN3CCOCC3)c(O)ccc2c1=O | -8 | -1 | -2 | -5 | -10 | -2 | -3 | -0.2
OC(COc1ccc(Br)cc1)CN1CCC(Cc2ccccc2)CC1 (centres undefined) | 3 | -5 | -4 | -4 | 61* | 24 | 1 | 64*
O=C(CCC(=O)OCC(=O)c1ccc([N+](=O)[O-])cc1)Nc1ccccc1Cl | -6 | -7 | -3 | -9 | -14 | -1 | 0 | 0.7
CCC(C)NC(=O)C1(C)CCC(=O)N1Cc1ccccc1OC (centres undefined) | 4 | 5 | 0 | -5 | 16 | 2 | 2 | -0.4
COc1ccc(N2CCN(C(=O)Nc3cccc(C(F)(F)F)c3)CC2)cc1 | 9 | 1 | -2 | -5 | 7 | 2 | -3 | -0.4

Rows are unselected; overall some 5.8% were active at least once.
